Bioassay records deposited in PubChem by National Center for Advancing Translational Sciences (NCATS).
TRPV1 ag – human TRPV1 agonism; TRPV1-expressing cells, Fluo-8 calcium influx, agonist mode; Q8NER1; activation, % at 8.33 µM; AID 540275; 320,000 compounds, 0.19% hits; in the data active means activation above about 80%; inconclusive means between about 30% and that limit; further: 0% is about no effect
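Fluo-8 calcium influx in TRPV1-expressing cells, kinetic read (ex 480/em 520 nm). Compound added and read 3 min for agonist activity, followed by capsaicin at EC20 final and 2 min further read for enhancement.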
BRCA1 expr up – BRCA1 expression activation. Potency, µM (top dose mostly 46.1 µM), without a hit: top-dose activation, usual class: activators. 380,000 compounds, 1.1% hits. MCF7-BRCA1-FFLuc reporter, luminescence, 48 h; response scale: scaled: vehicle 0%, 10 µM genistein 100%; further: potency means the concentration at half of the fitted maximal effect; nearly all actives have a fitted effect of over 80% in size; some results filed as inactive show a strong effect at the top dose
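Luminescence from a BRCA1-driven firefly luciferase in MCF7 cells was the read-out, taken 15 min after substrate addition following 48 h compound exposure at 37 °C. Data were normalized to a 10 microM genistein control and DMSO vehicle.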
S-ASM inh – inhibitors of human secretory acid sphingomyelinase. AID 504937. P17405. placental ASM, HMU-PC fluorogenic substrate, 60 min. Potency, µM (highest dose often 57.5 µM), for inactives: at the highest dose activity change, negative = inhibition, usual class: inhibitors. 340,000 compounds, 0.006% hits; further: potency means the concentration at half of the fitted maximal effect
Target sequence (P17405 47-631 limits assumed): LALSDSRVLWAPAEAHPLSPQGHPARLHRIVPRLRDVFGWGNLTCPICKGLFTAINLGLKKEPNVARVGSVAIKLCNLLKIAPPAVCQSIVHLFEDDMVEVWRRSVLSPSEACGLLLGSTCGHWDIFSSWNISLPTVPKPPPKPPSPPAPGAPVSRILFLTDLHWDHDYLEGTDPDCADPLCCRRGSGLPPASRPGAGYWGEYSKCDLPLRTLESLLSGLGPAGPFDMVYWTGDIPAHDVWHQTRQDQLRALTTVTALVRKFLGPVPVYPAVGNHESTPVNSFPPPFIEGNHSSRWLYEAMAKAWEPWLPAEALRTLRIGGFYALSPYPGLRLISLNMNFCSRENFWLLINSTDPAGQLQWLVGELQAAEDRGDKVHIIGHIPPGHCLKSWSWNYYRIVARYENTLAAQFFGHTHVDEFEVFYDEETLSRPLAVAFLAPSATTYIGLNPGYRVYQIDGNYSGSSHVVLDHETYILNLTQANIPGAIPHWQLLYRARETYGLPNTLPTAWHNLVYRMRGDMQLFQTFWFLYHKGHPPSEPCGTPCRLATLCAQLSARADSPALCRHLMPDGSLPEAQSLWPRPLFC
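Human placenta-derived ASM enzyme was preincubated with compound for 10 minutes at room temperature, then given fluorogenic substrate HMU-PC0 (9 uM final) for 60 minutes at 37 °C; a pH 10 stop preceded fluorescence reading at Ex 386/Em 447 nm.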
B2AR arrestin – beta2AR (human) beta-arrestin recruitment activity; 330,000 compounds, 0.02% hits; AID 492947; beta-arrestin recruitment to beta2AR, cell-based reporter; Potency, µM (doses to about 46.1 µM), for inactives: at the top dose activation, usual class: activators;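 further: potency means the concentration at half of the fitted maximal effect; 0% = DMSO controls and full agonism = EC100 isoproterenol or metaproterenol; nearly all actives have a fitted effect of over 65% in size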
Target sequence (P07550 whole entry, looked up): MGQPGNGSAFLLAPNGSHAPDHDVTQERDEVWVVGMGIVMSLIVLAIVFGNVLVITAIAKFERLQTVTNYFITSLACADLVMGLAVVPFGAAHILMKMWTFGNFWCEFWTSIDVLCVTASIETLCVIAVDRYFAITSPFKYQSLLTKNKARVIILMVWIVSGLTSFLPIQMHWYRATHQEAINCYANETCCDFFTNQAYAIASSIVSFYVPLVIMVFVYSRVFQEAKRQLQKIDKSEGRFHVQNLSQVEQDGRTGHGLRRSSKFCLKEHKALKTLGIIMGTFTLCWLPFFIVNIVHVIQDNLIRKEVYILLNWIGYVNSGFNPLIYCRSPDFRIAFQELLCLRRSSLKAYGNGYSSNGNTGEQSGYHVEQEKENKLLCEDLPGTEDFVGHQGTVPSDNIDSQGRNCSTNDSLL
USP2a inh – blocks human ubiquitin-specific protease USP2a; O75604; USP2 core, Ub-CHOP2 coupled fluorogenic reporter, 485/531; Potency, µM (doses to about 38.3 µM), inactives show at the highest dose activity change, negative = inhibition, hits mostly inhibitors; 330,000 compounds, 0.01% hits; AID 463254;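 further: potency means the concentration at half of the fitted maximal effect; plate controls were DMSO wells for no effect and full inhibition by NEM control for full effect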
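USP2 core (10nM final) preincubated 30min RT with compound in 20mM Tris-HCl pH 8.0, 2mM CaCl2, 2mM beta-mercaptoethanol, 0.05% CHAPS; 25nM Ub-CHOP2 plus 25nM reporter substrate added, fluorescence (Ex485/Em531) read after 60min.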
Integrin act MD – integrin-mediated muscular dystrophy alleviation activation; Potency, µM (doses to about 38.3 µM), inactives show top-dose activation, actives largely listed as activators; 350,000 compounds, 0.064% hits; AID 624291; alpha7betagal myoblasts, beta-gal FDG fluorescence, 48 h;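 further: potency means the concentration at half of the fitted maximal effect; 100% = response of the positive control SU9516; nearly all actives have a fitted effect of over 60% in size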
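Alpha7betagal+/- myoblasts (passage 13) were plated 16-24 hr, then exposed to compounds (1:260 dilution of DMSO stock) for 48 hours at 37C. After MPER lysis, β-galactosidase reporter activity was read as FDG fluorescence (ex 480/em 540) after 30 minutes.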
Eya2 phos inh – blocks the phosphatase activity of human Eya2; O00167; recombinant Eya2, OMFP fluorescence dephosphorylation (OMFP is methylfluorescein phosphate); Potency, µM (highest dose often 76.9 µM), inactives show top-dose activity, negative = inhibition, actives largely listed as inhibitors; 330,000 compounds, 0.006% hits; AID 488837; further: potency means the concentration at half of the fitted maximal effect; on the % scale 0 is the no-effect control and ±100 the full control effect
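Eya2 protein (added as 0.2 uM solution) was preincubated with compound for 10 min at ambient temperature in 50 mM HEPES pH 7.5, 50 mM NaCl, 5 uM MgCl2, 0.05% BSA, 1 mM DTT. OMFP (added at 50 uM) then reacted 10 min; fluorescence read at 485/525 nm.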
p53 reactivator – restores transcriptional activity of mutant p53; 320,000 compounds, 0.063% hits; Potency, µM (doses to about 92.2 µM), for the others: at the top dose activity change, positive = activation, actives largely listed as activators; H1299 p53-A138V BP100-luciferase reporter, luminescence, 24 h; AID 504706; further: potency means the concentration at half of the fitted maximal effect; % of control where 0% means no effect; nearly all actives have a fitted effect of over 45% in size
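p53-null H1299 cells stably carrying temperature-sensitive p53-A138V and a BP100-luciferase reporter were pinned with compounds (4-point, 1:5 series) and held 24 hrs at 37 deg C. Luminescence was read 10 min after detection reagent.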
ELG1 genotoxic – inducers of genotoxicity in HEK293T ELG1-luciferase cells; HEK293T ELG1-luciferase reporter, luminescence, 16 h; Potency, µM (titrated, usually from 46 µM), without a hit: at the highest dose activity change, positive = activation, most hits filed as activators; 330,000 compounds, 1.3% hits; further: potency means the concentration at half of the fitted maximal effect; % of control where 0% means no effect; nearly all actives have a fitted effect of over 60% in size
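DMSO vehicle served as control against compound-treated ELG1-luciferase HEK293T cells; exposure lasted 16 hr at 37 °C and 5% CO2, followed by ONE-Glo luminescence detection after 30 min.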
uPA surface inh – inhibitors of cell surface uPA generation. cell surface uPA generation assay, qHTS. Potency, µM (top dose mostly 38.3 µM), for the others: top-dose activity change, negative = inhibition, actives largely listed as inhibitors. 330,000 compounds, 0.31% hits; active means well fitted inhibition curve with a large enough effect; inconclusive means small, poorly fitted or top-dose-only effect; inactive means no such curve, though single readings can be large or run the other way; tested in mouse RAW 264.7 cells; further: potency means the concentration at half of the fitted maximal effect; on the % scale 0 is the no-effect control and ±100 the full control effect; nearly all actives have a fitted effect of over 55% in size
PTAP TSG101 blk – blocks PTAP/TSG101 interaction to inhibit HIV-1 budding; Fluorescence polarization, FITC-PTAP peptide / Tsg101 binding; AID 493005; Potency, µM (series often up to 115 µM), for inactives: at the top dose activity change, negative = inhibition, usual class: inhibitors; Q99816; 340,000 tested, under 10 active; active means well fitted inhibition curve with a large enough effect in the main read-out, with a control signal flat, not every such curve was filed as active; inconclusive means small, poorly fitted or top-dose-only effect, or effect the other way, or a change in a side signal; inactive means no such curve, though single readings can be large or run the other way; further: potency means the concentration at half of the fitted maximal effect; % of control where 0% means no effect
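Compounds were pin-transferred onto Tsg101 binding domain (10 uM final) in HEPES pH 7.5 buffer, then FITC-PTAP peptide was added at 50 nM final. After 20 min at RT, polarization reported peptide displacement across a qHTS concentration series.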
Active calls of the source: *; u = inconclusive; x = no result given; [ ] = another dose, or the depositor's remark. Unless noted, the call rests on the fitted dose curve; in most records, active means well fitted curve in the direction sought with a large enough effect; inconclusive means small, poorly fitted or top-dose-only effect, or another doubt; inactive means no such curve, though single readings can be large; an effect the other way counts as inactive or inconclusive.

Second line of a record – TRPV1 ag	BRCA1 expr up	S-ASM inh	B2AR arrestin	USP2a inh	Integrin act MD	Eya2 phos inh	p53 reactivator	ELG1 genotoxic	uPA surface inh	PTAP TSG101 blk
CSc1nc(-c2ccc(N(C)C)cc2)c(C#N)c(=O)n1C
  19	86%	240%[activator]	0.0%	1%	8%	-11%	17%	u	-23%	-10%
CCc1nc(N2CCCCC2C(=O)O)c2oc3ccccc3c2n1 (stereo unspecified)
  -3	-30%	1%	0.1%	2%	-52%[inhibitor]	-20%	-2%	-13%	4%	-5%
Cn1ncc(N=Cc2c(O)ccc3ccccc23)c1C(=O)N1CCOCC1
  x	-3%	-1%	x	x	1%	x	x	x	3%	-4%
Cc1ccc(-c2c3c(=O)n(C)c(=O)n(C)c3cn2CCCN2CCOCC2)cc1
  -2	-2%	-1%	0.4%	1%	10%	-23%	10%	5%	0%	-3%
CC1=NN(C(=O)c2ccccc2)C(O)(c2ccc(Br)cc2)C1 (stereo unspecified)
  6	-38%	-6%	-0.7%	-1%	-25%	-12%	1%	-6%	2%	-2%
CCOc1ccc(NC(=O)COc2ccccc2C(=O)NCc2ccccc2)cc1
  0	-23%	-10%	0.1%	0%	-39%	-26%	11%	-1%	-6%	-3%
CCc1nc(SCC(=O)NCCc2ccccc2)c2c(=O)n(C)c(=O)n(C)c2n1
  0	0%	-3%	-1.4%	3%	-40%	-5%	-2%	-2%	6%	-2%
CCn1c(C)nc2cc(S(=O)(=O)N3CCCC3)ccc21
  -2	7%	-1%	-1.6%	-1%	-18%	-8%	0%	1%	2%	1%
Cc1cccc(CC(=O)NC2CCCCCC2)c1
  26	69%	-1%	-0.5%	3%	27%	5%	12%	11%	22%	-3%
CCC1CCC/C1=N\NC(=O)c1cc(C)[nH]n1 (stereo unspecified)
  -1	20%	-2%	-0.7%	-1%	34%	6%	6%	5%	6%	-3%
CC(=O)c1ccc(NC(=O)c2sc3nc4n(c(=O)c3c2C)CCCCC4)cc1
  -3	u	-30%	0.4%	3%	-28%	2%	16%	12%	2%	1%
Cc1nc2cc3nc(C(F)(F)F)[nH]c3cc2[nH]1
  2	47%	2%	-1.7%	4%	1%	-19%	10%	2%	5%	-4%
O=C(Nc1ccc(Br)cc1)c1cc(-c2cccs2)on1
  1	u	1%	0.1%	0%	24%	-8%	25%	u	-1%	-3%
N/C(=N\OC(=O)c1cccc2ccccc12)c1ccc(Br)cc1
  -5	-55%	1%	-0.2%	2%	11%	9%	13%	-12%	-10%	-2%
CN(C(=O)c1cccc(NC(=O)Cc2ccc(NC(=O)C3CCCN(C(=O)C4CC4)C3)cc2)c1)C1CC1 (stereo unspecified)
  x	-18%	-4%	x	x	7%	x	x	x	-4%	-3%
c1ccc(Cn2nnnc2CN2CCCC2)cc1
  3	-1%	1%	-0.5%	0%	11%	-6%	6%	-4%	-6%	-4%
c1cc(-c2nnc3n2CCCCC3)ccn1
  -2	2%	3%	0.3%	1%	-6%	-9%	-7%	-1%	9%	2%
CCOC(=O)c1cccc(NC(=O)c2cnccn2)c1
  0	74%	-1%	-0.3%	0%	9%	1%	10%	u	0%	-4%
CC(=O)c1cccc(NC(=O)Nc2cccnc2)c1
  u	23%	1%	0.1%	0%	u	6%	-1%	-10%	8%	-6%
CCCC(=O)Nc1nnc(-c2ccccc2)o1
  3	51%	-3%	-0.3%	-1%	-17%	-6%	4%	6%	-10%	-2%

3 entries out of the list above, sorted by their value in S-ASM inh, highest first.
SMILES | S-ASM inh
Cc1nc2cc3nc(C(F)(F)F)[nH]c3cc2[nH]1 | 2%
CN(C(=O)c1cccc(NC(=O)Cc2ccc(NC(=O)C3CCCN(C(=O)C4CC4)C3)cc2)c1)C1CC1 (stereo unspecified) | -4%
CC(=O)c1ccc(NC(=O)c2sc3nc4n(c(=O)c3c2C)CCCCC4)cc1 | -30%

(continued)
Second line of a record – TRPV1 ag	BRCA1 expr up	S-ASM inh	B2AR arrestin	USP2a inh	Integrin act MD	Eya2 phos inh	p53 reactivator	ELG1 genotoxic	uPA surface inh	PTAP TSG101 blk
COc1cccc(C(=O)Nc2ccc(NC(=O)C(C)C)nc2)c1
  -3	-3%	1%	-0.5%	1%	-33%	1%	21%	1%	0%	-6%
CCOc1ccc(N(CC(=O)Nc2c(C)n(C)n(-c3ccccc3)c2=O)S(=O)(=O)c2ccccc2)cc1
  -4	0%	-2%	0.1%	1%	-5%	-1%	-1%	1%	0%	-7%
COCCC(=O)N(Cc1ccc2c(c1)OCO2)C(C(=O)NC1CCCCC1)c1ccncc1 (stereo unspecified)
  0	1%	4%	-0.5%	-2%	5%	-2%	3%	-1%	0%	-4%
CC(C)OC1(c2ccccc2)OC(=O)c2ccccc21 (stereo unspecified)
  20	-5%	-2%	-0.2%	11%	11%	-7%	-1%	0%	-1%	0%
COc1ccc(C(=O)NNC(=O)CCC(=O)NNC(=O)c2ccc(OC)cc2)cc1
  -2	-14%	-1%[11.5 µM]	-0.2%	-2%	9%	-7%	-1%	0%	-1%	1%
CC(C)(C)[C@H]1COC(=O)CCCC/C=C\C[C@H](CC(=O)N(CCO)Cc2ccccc2)C(=O)N1
  x	-9%	5%	-0.3%	-3%	-17%	6%	-3%	0%	7%	1%
OC(COc1ccccc1)CN1CCCC1 (stereo unspecified)
  -2	-7%	6%	-0.3%	-1%	-45%[inhibitor]	1%	-3%	0%	11%	2%
NC(=O)C1CCN(c2nc(-c3ccccc3)nc3ccccc23)CC1
  u	-7%	0%	0.0%	-3%	0%	-8%	-26%	-17%	-3%	-1%
COc1ccccc1-n1cc(CN2CCN(CC=C(C)C)C(CCO)C2)cn1 (stereo unspecified)
  2	-2%	-2%	-0.5%	1%	25%	u	7%	-1%	4%	-1%
CCOc1ccc(CN2CCC(n3nccc3NC(=O)CCCc3ccccc3)CC2)cc1
  1	2%	0%	-0.7%	-4%	-18%	2%	-10%	-5%	-2%	1%
CCOC(=O)c1sc(NC(=O)c2ccoc2C)c(C(N)=O)c1C
  16	-23%	-4%	0.2%	-6%	-20%	-1%	-2%	-6%	-5%	0%
O=c1c(C(c2ccccc2)c2c(O)sc3ccccc3c2=O)c(O)sc2ccccc12
  4	10%	3%	-0.9%	5%	-8%	0%	5%	-17%	0%	-6%
Cc1ccc(NC(=O)NC2CCN(CC(=O)Nc3nccs3)CC2)cc1
  4	1%	1%	-2.9%	-1%	11%	-3%	-7%	-1%	8%	-5%
COc1cccc(NC(=O)CN(c2ccccc2OC)S(=O)(=O)c2cccs2)c1
  5	-35%	-1%	-0.5%	-6%	-9%	-3%	-18%	-7%	2%	-6%
CCC(=O)Nc1sc2c(c1C#N)CC(C)(CC)OC2 (stereo unspecified)
  6	-3%[1.84 µM]	-1%	0.0%	3%	1%	-5%	1%	2%	-8%	-2%
COc1ccc(N2CCN(C(=O)c3cc4c(C)nc5ccccc5c4o3)CC2)cc1
  9	-19%	-15%	0.5%	-4%	-16%	-4%	-9%	-6%	u	1%
O=C(Cc1coc(-c2ccc(F)cc2)n1)NCc1ccccc1
  27	12%	-1%	-0.3%	0%	4%	10%	1%	-5%	2%	-1%
N#Cc1cnc(Nc2ccc(F)cc2)nc1N
  -1	u	2%	-1.0%	4%	-2%	1%	24%	u	-19%	0%
CC(=O)Nc1ccc(NC(=O)Cc2ccc(S(=O)(=O)N3CCCCC3)cc2)cc1
  1	-17%	1%	-0.9%	2%	-10%	37%	-3%	1%	14%	-3%
COc1ccc(NS(=O)(=O)c2ccc(N3CCOCC3)c(NC(=O)C(C)C)c2)cc1
  2	-27%	5%	-0.3%	2%	0%	14%	1%	-4%	-5%	0%
C=CCNC(=O)CN(c1cc(Cl)ccc1OC)S(=O)(=O)c1ccc(C)c([N+](=O)[O-])c1
  15	-4%	8%	-0.9%	2%	-5%	4%	4%	0%	2%	-1%
O=C(Nc1cccn(Cc2ccccc2)c1=O)NC1CCCCC1
  17	0%	-1%	-0.6%	0%	-14%	12%	8%	0%	-2%	-5%
